# Screens as filed in PubChem.
# CRFBP-R2 block: blocks CRF-induced signaling of the CRF-BP/CRF-R2 complex; HEK293 CRF-R2/CRF-BP, CRF-induced calcium fluorescence; inhibition, % at 11.8 µM; 350,000 compounds, 0.59% hits; AID 588475;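 active = inhibition of the ligand-induced calcium signal above about 50% at the single tested concentration, limit read from the data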
# NS3 helicase inh: blocks Hepatitis C virus NS3 helicase unwinding. AID 1800. 290,000 compounds, 0.56% hits. NS3 helicase DNA unwinding, Cy5 molecular beacon fluorescence. inhibition, % at 10.9 µM;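 active = inhibition above the mean of all tested compounds plus 3 SD, set per campaign, cut at about 35% in these data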;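 note: 0% = DMSO wells and 100% = thioflavine S control wells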
#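 Material: hepatitis C virus NS3 helicase domain fragment enzyme; measured by: Cy5 fluorescence, 0 and 60 min reads; control set: DMSO and thioflavine S; incubation: 60 min unwinding reaction at 25 °C after ATP addition; read-out basis: % inhibition from 60/0 min fluorescence ratio, DMSO 0%, thioflavine S 100%; repeats: singlicate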
# IDE act: boosts human insulin-degrading enzyme activity in HEK cells; P14735; FAbeta-B cleavage, fluorescence polarization; 0% vehicle, 100% cell-free pure enzyme wells; activation, % at 5.96 µM; 340,000 compounds, 0.073% hits; AID 493087;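 active = activation above the mean of all tested compounds plus 3 SD, set per screening campaign, cut at about 17% in these data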
# GalR3 antagonist: blocks the human galanin receptor 3; HEK293 GalR3-CNG cAMP membrane potential fluorescence; galR3 body fused to GalR1 C-terminus; AID 651719; inhibition, % at 3 µM; 360,000 compounds, 0.44% hits; O60755;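 active = inhibition above the screen-wide average plus 3 SD, cut at about 13% in these data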;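 note: forskolin and galanin both at EC90 stimulate the cells; cAMP rise reported by CNG channel membrane potential dye signal; 0% = forskolin plus galanin with DMSO and 100% = forskolin alone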
# Target sequence (O60755 1-299 limits assumed): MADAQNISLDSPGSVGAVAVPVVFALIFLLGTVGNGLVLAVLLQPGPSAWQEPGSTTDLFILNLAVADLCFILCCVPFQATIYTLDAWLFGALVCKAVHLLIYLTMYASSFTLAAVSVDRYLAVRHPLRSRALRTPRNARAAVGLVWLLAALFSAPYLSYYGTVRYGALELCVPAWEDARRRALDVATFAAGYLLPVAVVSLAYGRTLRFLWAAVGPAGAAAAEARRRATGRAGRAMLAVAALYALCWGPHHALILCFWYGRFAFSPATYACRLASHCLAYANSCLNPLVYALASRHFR
# pCIP destab: compounds decreasing mouse p/CIP protein stability. Q05BA5. F442A p/CIP-EGFP cells, EGFP fluorescence, 16 h. decrease of EGFP signal, % at 10 µM. 290,000 compounds, 0.01% hits. AID 1984;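 active = EGFP signal decrease of at least 30% at 10 µM or well 3 SD below plate mean, unless failing retest; inactive = the rest, including hits failing retest or dose response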; note: some compounds called inactive have numbers as strong as hits; many of its hits are not listed in these tables
# SUMO HTRF inh: blocks human SUMOylation mediated by UBC9 | inhibition, % at 35 µM | 290,000 compounds, 0.36% hits | AID 2006 | HTRF SUMOylation assay, SAE1/SAE2 + UBC9, in vitro; in the data active = inhibition above about 50%, passing the limit was not always enough; note: strong numbers were not always called active
# Target sequence (P63279 whole entry, looked up): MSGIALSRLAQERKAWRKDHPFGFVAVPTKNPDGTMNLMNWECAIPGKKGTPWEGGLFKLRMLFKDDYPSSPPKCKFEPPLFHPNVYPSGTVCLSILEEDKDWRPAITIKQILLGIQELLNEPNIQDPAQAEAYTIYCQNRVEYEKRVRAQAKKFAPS
# IMP-1 inh: inhibitors of Pseudomonas aeruginosa IMP-1 metallo-beta-lactamase | AID 1556 | inhibition, % at 5.6 µM | 290,000 compounds, 0.45% hits | purified IMP-1, nitrocefin hydrolysis, epi-absorbance fluorescence;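 active = inhibition above the mean plus 3 SD of all compounds in the same screening run, cut at about 4.5% in these data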;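 note: 0% = IMP-1 with DMSO and 100% = DMSO wells lacking enzyme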
#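 Assay system: purified IMP-1; Quantity: IMP-1 0.2 nM before substrate addition; Medium: HEPES buffer pH 7.1 with ZnSO4 and Brij 35; Incubation: 15 min enzyme–compound preincubation, then 25 min nitrocefin reaction, 25 °C; Signal: fluorescence quenching readout, ex 480/em 530 nm; Controls: DMSO with and without IMP-1; Repeats: singlicate testing.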
# VIM-2 inh: inhibitors of Pseudomonas aeruginosa VIM-2 metallo-beta-lactamase. AID 1527. 290,000 compounds, 0.89% hits. purified VIM-2, nitrocefin hydrolysis, epi-absorbance fluorescence. inhibition, % at 5.6 µM;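 active = inhibition above the mean of all tested compounds plus 3 SD, cutoff set per screening run, cut at about 7.5% in these data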;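 note: red hydrolysis product quenches plate fluorescence so inhibitors raise well fluorescence; 0% = enzyme with DMSO and 100% = DMSO without enzyme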
# IDE inh: cellular human IDE inhibition; P14735; HEK cells, FAbetaB cleavage, fluorescence polarization; inhibition, % at 5.59 µM; 320,000 compounds, 0.41% hits;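 active = percent inhibition above the average of all tested compounds plus 3 SD, set per screening campaign, cut at about 16% in these data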;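 note: IDE supplied by intact live HEK cells; FP after avidin binding of uncleaved biotin substrate so inhibition keeps polarization high; 0% = DMSO wells and 100% = 60 µM reference IDE inhibitor Ii1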
# * marks the source's active call; other numbers are inactive results; · = no result given.
CRFBP-R2 block	NS3 helicase inh	IDE act	GalR3 antagonist	pCIP destab	SUMO HTRF inh	IMP-1 inh	VIM-2 inh	IDE inh	compound
-8	-6	-2	-8	-2	24	-2.9	-3.1	3	CCOc1ccc(N2C(=O)c3cccnc3C2Nc2ccc(Cl)cc2)cc1 (stereo not drawn)
-29	·	0	1	·	·	·	·	3	CN(Cc1ccccc1)C(=O)COC(=O)C1CCN(S(=O)(=O)c2ccc3c(c2)OCCO3)CC1
5	-9	-2	-9	-8	26	4.5	1.6	-2	O=C(Nc1ccc(F)cc1)c1cccc(N2C(=O)c3ccccc3C2=O)c1
-21	-23	·	-6	-5	19	1.2	26*	6	Cc1nn2c(N3CCN(C)CC3)c3c(nc2c1-c1ccccc1)CCCC3
0	-1	2	-7	-7	12	-1.9	-2.8	-1	CN(CCC#N)C(=O)COC(=O)C1c2ccccc2Oc2ccccc21
-24	9	3	-3	-20	12	-2.4	-3.3	-3	Cc1ccc2cc(CCNC(=O)CCCc3ccccc3)c(=O)[nH]c2c1C
-1	2	1	0	-2	8	-3.1	-3.3	-3	NC(=O)[C@@H]1CCCNc2c(F)cc([N+](=O)[O-])cc2C(=O)N[C@@H](CO)C(=O)N[C@@H](Cc2ccc(O)cc2)C(=O)N1
2	-3	3	-11	7	-5	-0.9	-1.2	-5	CC(CN1CCCCC1)OC(=O)c1ccccc1F (stereo not drawn)
8	·	2	-5	-7	32	·	·	-3	Cc1ccc2c(c1)COc1c3ccc(C(=O)N4CCOCC4)cc3nn1-2
14	1	-1	-5	-6	-1	-3.7	-5.4	4	COc1ccc(C(=O)N2CCC(C(=O)N3CCN(c4ccccc4)CC3)CC2)cc1
17	15	-7	-5	6	1	-3.4	-1.4	7	CC1CCCCN1C(=O)C(Cc1ccccc1)N1C(=O)C2CCCCC2C1=O (stereo not drawn)
2	3	6	-2	1	-12	-2.8	-0.9	-4	CCC(=O)N(Cc1ccco1)C1CC(=O)N(c2ccccc2)C1=O (stereo not drawn)
18	·	·	2	-17	10	·	·	·	CCCCc1cc2c(cn1)=C(OC(=O)c1cnc3ccccc3n1)C(C)(OC(=O)CC)C(=O)C=2 (stereo not drawn)
-2	-2	4	-2	-8	-5	-1.8	-5.1	3	COc1cc2ccccc2cc1C(=O)N1CCN(C)CC1
-7	1	7	0	-1	12	-0.2	-1.9	5	CCCOC1OC(=O)c2c1ccc(OC)c2OC (stereo not drawn)
-3	-5	4	-5	7	-21	-0.7	4.9	-6	O=C(NCCc1c[nH]c2ccccc12)C(=O)NCC1OCCCN1S(=O)(=O)c1cc(F)ccc1F (stereo not drawn)
-4	-8	1	-4	-2	21	-0.1	-0.3	-1	CSc1cc(-c2ccc(Cl)cc2)[nH]c(=O)c1C#N
16	2	0	-4	7	8	-3.0	-0.8	4	COC(=O)c1ccccc1NC(=O)Cn1ccnc1
3	-3	5	0	-3	23	-2.5	-2.0	-1	CCOC(=O)N1CCN(C(=O)c2ccc3nc4ccsc4c(=O)n3c2)CC1
-32	-8	2	-11	-7	30	-3.1	-2.7	-6	O=C(Nc1cc2ccccc2oc1=O)C1CCCCC1
-4	-13	8	-8	-1	0	-2.0	0.1	1	c1ccc2cc(Cn3ccnc3)ccc2c1
-22	5	8	2	-31	3	-3.0	-3.0	0	C/C(=N/NS(=O)(=O)c1ccc(Cl)cc1)c1cccc(NC(=O)c2ccncc2)c1
5	·	1	-7	·	·	·	·	1	CCOc1ccc(C(=O)OCC(=O)Nc2ccc3c(c2)OCCO3)cc1OC
-47	-5	3	-4	-2	3	-0.5	-0.8	3	COCCCNCCOc1ccccc1-c1ccccc1
-9	2	4	1	-8	20	-3.5	-2.0	3	Fc1ccccc1Nc1nc(NCc2ccco2)nc(N2CCOCC2)n1
·	0	·	·	-1	10	-3.6	-3.8	6	CC(C)N(C(=S)NC1CCCCC1)c1ccccc1
10	5	-4	-3	-3	0	-3.5	-5.1	1	O=C(c1ccc(Cn2c(=S)[nH]c3cc4c(cc3c2=O)OCO4)cc1)N1CCN(c2ccccc2)CC1
4	1	3	5	1	1	0.1	-2.3	1	COC(=O)c1csc(S(=O)(=O)N2CCOCC2)c1OC
4	-5	4	-10	-6	-4	-2.3	3.3	3	COC(=O)c1sccc1NC(=O)c1ccccc1F
-16	1	-6	·	8	10	0.5	-1.0	0	COc1nc(NC(C)(C)C)nc(Oc2ccc(=O)n(C)n2)n1
2	-7	0	-11	-11	12	-2.7	-2.8	9	COc1ccc(C(=O)Nc2cc(C)nn2-c2cccc(F)c2)cc1
6	-12	-1	-1	8	-26	-2.4	-2.9	-4	O=S(=O)(NCCSc1ccc(Cl)cc1)c1ccc2c(c1)OCCO2
19	10	0	-4	4	9	-0.9	-3.3	0	O=C(Nc1ccc(Cl)cc1C(=O)O)c1ccc2c(c1)C(=O)N(Cc1ccco1)C2=O
23	0	-1	-4	-12	18	-1.6	-0.8	6	CCCN1C(=O)C2C(C(=O)Nc3cccc(OC)c3)C3C=CC2(O3)C1C(=O)NC1CCCCC1 (stereo not drawn)
-13	1	4	-3	-1	-2	-1.3	-2.2	4	O=C(c1cccs1)N1CCN(S(=O)(=O)N2CCCCC2)CC1
-4	-5	4	-1	-8	-2	-2.4	-3.1	-4	O=S(=O)(c1ccc2c(c1)N(Cc1ccc(Cl)cc1)C1CCCN21)N1CCOCC1 (stereo not drawn)
-2	-1	-6	2	-2	4	-2.2	-5.4	-5	CCN(CC)S(=O)(=O)c1ccc(N2CCCC2)c(C(=O)OCC(=O)N2CCCC2)c1
17	-2	9	1	-6	0	-1.9	-0.1	-1	CCOCCCNC(=O)c1cc(C)nn1-c1ccccc1
0	·	0	0	·	·	·	·	-2	O=C(CCNS(=O)(=O)c1ccc(Cl)cc1)OCC(=O)N1CCN(C(=O)c2ccco2)CC1
-4	·	1	-1	·	·	·	·	3	Cc1cnc(C(=O)OCC(=O)c2c(N)n(CC(C)C)c(=O)n(C)c2=O)cn1
-10	-4	-1	-3	7	11	-1.3	-2.2	3	Cc1ccc(NC(=O)CSc2nnc(-c3ccc(S(=O)(=O)N4CCCC4)cc3)o2)cc1C
-11	8	2	-4	-1	26	-1.3	-1.6	3	Cc1ccn2c(NC(C)(C)C)c(-c3cccs3)nc2c1
15	-1	2	2	-17	19	-0.3	-1.1	6	CCOC(=O)Cc1csc(NC(=S)NC(=O)c2ccccc2Br)n1
-5	4	4	-3	14	17	-1.7	-0.1	-2	C=C(C)Cn1c(SCC(=O)N/N=C/c2ccccc2OCC(=O)O)nnc1-c1ccc(Br)cc1
-12	4	5	-1	4	-5	-0.9	-1.9	-4	CN(Cc1ccco1)C(=O)Cn1ncc2c([nH]c3ccccc32)c1=O
10	-4	-4	3	2	21	-3.4	-2.4	2	CCc1cccc2c(/C=N/NC(=O)c3cccc(S(=O)(=O)Nc4ccccc4Cl)c3)c[nH]c12
32	16	1	-9	1	-9	-1.5	-1.6	·	CSc1ncc(C(=O)Nc2cccc(C)c2C)c(C)n1
-17	16	1	-8	-3	-7	-2.5	-1.6	-5	CC1=CC(C)(C)Nc2ccc(Cc3ccc4c(c3)C(C)=CC(C)(C)N4)cc21

# Printed as active in VIM-2 inh (from the list above):
CRFBP-R2 block	NS3 helicase inh	IDE act	GalR3 antagonist	pCIP destab	SUMO HTRF inh	IMP-1 inh	VIM-2 inh	IDE inh	compound
-21	-23	·	-6	-5	19	1.2	26*	6	Cc1nn2c(N3CCN(C)CC3)c3c(nc2c1-c1ccccc1)CCCC3

# Carrying on.
CRFBP-R2 block	NS3 helicase inh	IDE act	GalR3 antagonist	pCIP destab	SUMO HTRF inh	IMP-1 inh	VIM-2 inh	IDE inh	compound
-11	-15	4	-2	7	6	-1.7	-0.8	0	Cc1ccc(C(=O)N2CCN(c3ccc(NC(=O)Cc4ccccc4)cc3)CC2)cc1
2	-4	4	0	3	1	0.2	-1.0	8	NNC(=O)c1ccc(Oc2cc(Cl)cc(Cl)c2)o1
-10	-2	-1	-8	1	-13	-3.6	-2.4	-4	COc1cc(S(=O)(=O)N2CCC(C(N)=O)CC2)c(C)cc1C
-4	-5	6	-3	-2	26	0.2	-3.6	-4	COc1ccccc1CC(=O)Nc1cccc(C(=O)Nc2nccs2)c1
-6	9	5	-3	-1	0	-0.9	0.0	2	Cc1ccn2c(C(=O)NN=C3CCCCCCC3)c(C)nc2c1
18	-4	3	-3	-7	19	-2.3	-2.4	-2	COCCOC(=O)C1=C(C)OC(N)=C(C#N)C1c1ccc2c(c1)OCO2 (stereo not drawn)
-9	-4	3	1	0	23	-1.4	-0.6	-1	COc1ccc(C(=O)OCC(=O)NCCCc2ccccc2)c(OC)c1
-3	2	-1	0	-3	5	-1.2	0.3	3	O=C(O)C1(P(=O)(c2ccc(Cl)cc2)c2ccc(Cl)cc2)CC1
-3	·	2	2	·	·	·	·	0	Cc1ccc(OCCCC(=O)ON=C(N)c2ccccc2C)cc1
8	9	3	-2	-11	6	0.1	-1.9	-3	COc1cc(-c2nc3c4ccccc4nc(=S)n3[nH]2)cc(OC)c1OC
-12	0	0	-5	-1	16	-0.8	-0.7	-2	Cc1nnsc1-c1nnc(SCC(=O)c2ccc(F)cc2)n1C1CC1
-22	0	-4	-5	-9	14	-5.4	-6.8	7	CC(C)NC(=S)N/N=C1\CCCCC1C1CCCCC1 (stereo not drawn)
7	2	0	-7	20	-7	-2.5	-1.8	-1	CC(C)(C)NC(=O)CN(C(=O)C(=O)Nc1ccc2c(c1)OCCO2)C1CCCC1
-16	14	-2	-7	-16	5	-3.7	-2.3	0	CN(C(=S)NC(=O)CCCOc1ccc(Cl)cc1Cl)c1ccccc1
-8	-1	-1	-5	-1	21	-0.9	-1.7	0	COc1ccc(S(=O)(=O)N2CCN(C(=O)NC3CCCCC3)CC2)cc1OC
-2	-1	2	0	0	14	-2.5	-2.9	-1	CC(C)C[C@H](NC(=O)N1CCCCCC1)C(=O)O
-4	·	4	-3	·	·	·	·	-1	CCOC(=O)C1=C(COC(=O)c2cccc(NC(C)=O)c2)NC(=O)NC1C (stereo not drawn)
-6	2	6	4	-7	19	-1.8	-2.7	-1	CCN(CC)S(=O)(=O)c1ccc(N(C)C)c(NC(=O)C2CCCC2)c1
1	-33	-6	-6	3	3	-1.4	-1.6	2	CC1=Nc2cc(C(=O)NCCCN3CCN(C)CC3)ccc2Sc2ccc(C)cc21
-7	5	5	9	-12	8	-1.0	-1.5	1	COc1ccc(NC(=O)C2C3C=CC(C3)C2C(=O)O)cc1 (stereo not drawn)

# Rows are unselected (roughly 3.2% active in at least one column).
